# Source: PubChem BioAssay (National Center for Advancing Translational Sciences (NCATS))
# HTT aggregate = qHTS Multiplex Assay to Identify Dual Action Probes in a Cell Model of Huntington: Aggregate Formation (GFP) | PC12 HttQ103-GFP aggregates, Acumen cytometry, 40 h | Potency, µM (top dose mostly 46.1 µM), for inactives: at the highest dose activity change, negative = inhibition, hits mostly inhibitors | 220,000 tested, 1.1% active; further: potency means the concentration at half of the fitted maximal effect; on the % scale 0 is the no-effect control and ±100 the full control effect; nearly all actives have a fitted effect of over 60% in size
#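 Huntingtin Q103 exon 1–GFP aggregates in induced PC12 cells (100 nM tebufenozide) were quantified by cytometry from lysates, with compounds dosed in titration.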
# GAA spleen mod = qHTS Assay for Inhibitors and Activators of Human alpha-Glucosidase From Spleen Homogenate. Lysosomal alpha-glucosidase (Homo sapiens), P10253. 240,000 tested, 0.006% active. human spleen homogenate, 4-MU-alpha-glucoside fluorescence. Potency, µM (highest dose often 79.9 µM), without a hit: at the top dose activity change, negative = inhibition, most hits filed as inhibitors;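 further: potency means the concentration at half of the fitted maximal effect; 0% = enzyme with vehicle and -100% = no enzyme basal signal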
#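 AC50 values come from Hill-equation fits of concentration-response data, normalized to no-enzyme and full-activity controls. Enzyme source: 1 ug human spleen homogenate; 1 mM fluorogenic 4-MU glucoside, pH 5.0 citrate buffer, 37 C, 40 min.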
# CBFb RUNX1 block = qHTS Assay for Compounds Blocking the Interaction Between CBF-beta and RUNX1 for the Treatment of Acute Myeloid Leukemia; Runt-related transcription factor 1 (Homo sapiens) + Core-binding factor subunit beta …; AlphaScreen CBFb-His/RUNX1-biotin binding, biochemical; Potency, µM (titrated, usually from 59.8 µM), without a hit: at the highest dose activity, negative = inhibition, usual class: inhibitors; 230,000 tested, under 10 active; AID 1477, 2009; further: % of control where 0% means no effect
# Target sequence (Q01196 whole entry, looked up): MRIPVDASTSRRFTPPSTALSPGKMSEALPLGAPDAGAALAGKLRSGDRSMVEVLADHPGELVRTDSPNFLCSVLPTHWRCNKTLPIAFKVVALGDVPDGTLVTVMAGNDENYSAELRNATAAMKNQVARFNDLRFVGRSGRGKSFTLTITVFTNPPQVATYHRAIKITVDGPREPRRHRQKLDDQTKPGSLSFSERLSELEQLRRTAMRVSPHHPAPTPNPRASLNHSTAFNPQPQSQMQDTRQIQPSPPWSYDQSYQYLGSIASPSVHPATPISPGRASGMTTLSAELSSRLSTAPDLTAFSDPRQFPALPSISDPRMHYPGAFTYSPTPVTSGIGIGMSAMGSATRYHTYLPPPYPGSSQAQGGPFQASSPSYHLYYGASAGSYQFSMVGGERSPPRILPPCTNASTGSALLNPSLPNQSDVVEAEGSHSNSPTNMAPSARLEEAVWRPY
# Target sequence (Q13951 whole entry, looked up): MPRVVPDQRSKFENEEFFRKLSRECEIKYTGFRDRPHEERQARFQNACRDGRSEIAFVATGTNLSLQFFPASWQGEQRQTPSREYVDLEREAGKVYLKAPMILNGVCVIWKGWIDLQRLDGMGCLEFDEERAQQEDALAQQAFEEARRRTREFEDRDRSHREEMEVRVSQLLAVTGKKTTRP
#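 AlphaScreen binding: CBFb-His and RUNX1-biotin (30 nM each) preincubated 20 min, compound added for 15 min, then nickel and streptavidin beads for 90 min, all at room temperature. Disruption of the interaction by any mechanism counts as activity.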
# GAA glycogen = qHTS Assay for Inhibitors and Activators of Human alpha-Glucosidase Cleavage of Glycogen; recombinant GAA, glycogen substrate, Amplex Red glucose oxidase fluorescence; Potency, µM (series often up to 76.4 µM), for inactives: at the top dose activity change, negative = inhibition, hits mostly inhibitors; 300,000 tested, 0.38% active;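 further: potency means the concentration at half of the fitted maximal effect; 0% = full enzyme reaction and -100% = no-enzyme basal signal; the screen sought inhibitors and activators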
#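 Natural-substrate format: glycogen cleavage by 4 nM human enzyme, glucose read by Amplex Red coupling (Ex 573, Em 610 nm). Normalized to enzyme and no-enzyme controls.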
# Lamin A splicing = qHTS Assay for Modulators of Lamin A Splicing; HeLa LMNA splicing GFP/RFP minigene ratio, 48 h; Potency, µM (highest dose often 46.1 µM), inactives show at the highest dose ratio change, negative = inhibition, hits mostly inhibitors; 200,000 tested, 0.01% active; active means well fitted inhibition curve with a large enough effect in the signal ratio, with a control signal flat, not every such curve was filed as active; inconclusive means small, poorly fitted or top-dose-only effect, or effect the other way, or a change in a side signal; the % refers to the signal ratio; further: potency means the concentration at half of the fitted maximal effect; on the % scale 0 is the no-effect control and ±100 the full control effect
#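 S3 HeLa cells stably expressing lamin A-EGFP splicing minigene plus DsRed2, 600 cells/well, 48 h compound exposure at 37C. Laser-scanning cytometry; analysed as GFP (500-530 nm)/RFP (575-640 nm) total intensity ratio; 0.5% DMSO vehicle.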
# GAA inh = qHTS Assay for Inhibitors of Human alpha-Glucosidase as a Potential Chaperone Treatment of Pompe Disease; Lysosomal alpha-glucosidase (Homo sapiens), P10253; Potency, µM (top dose mostly 76.9 µM), for the others: top-dose activity change, negative = inhibition, hits mostly inhibitors; AID 1466, 2008; 200,000 tested, 0.005% active; purified human GAA, 4-MU-alpha-glucoside fluorescence;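 further: potency means the concentration at half of the fitted maximal effect; plate controls were uninhibited enzyme wells for no effect and no-enzyme background for full effect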
#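 Human alpha-glucosidase, 4 nM, pre-mixed with test compounds before 400 uM 4-methylumbelliferyl substrate; 20 min room temperature at pH 5.0. Fluorescence read after pH 10 stop; AC50 values from Hill-equation fits.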
# HTT ATP protect = qHTS Multiplex Assay to Identify Dual Action Probes in a Cell Model of Huntington: Cytoprotection (ATP) | PC12 HTT-Q103 induced, cytoprotection, ATP luminescence, 40 h | Potency, µM (series often up to 56.4 µM), for the others: cytoprotection (ATP increase), hits mostly activators | 230,000 tested, 0.14% active;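 further: potency means the concentration at half of the fitted maximal effect; % of control where 0% means no effect; nearly all actives have a fitted effect of over 45% in size; toxic huntingtin expression switched on by the ecdysone agonist tebufenozide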
#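 PC12 cells with ecdysone-inducible HTT exon 1 Q103-GFP, induced with 100 nM tebufenozide and co-treated with library compounds in a dose series (1536-well, 1500 cells/well). Cytoprotection read as ATP content by ATPlite luminescence.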
# * marks the source's active call; other numbers are inactive results; ? = inconclusive; . = not tested or not shown; [ ] = remark or other dose. Unless noted, the call rests on the fitted dose curve; in most records, active means well fitted curve in the direction sought with a large enough effect; inconclusive means small, poorly fitted or top-dose-only effect, or another doubt; inactive means no such curve, though single readings can be large; an effect the other way counts as inactive or inconclusive.
no.	Structure	HTT aggregate	GAA spleen mod	CBFb RUNX1 block	GAA glycogen	Lamin A splicing	GAA inh	HTT ATP protect
1	COCC(C)NC(=O)c1oc2c(c1C)C1(CCC2)SCCS1 (stereo not drawn)	4%	1%	-5%	-6%	?	-12%	.
2	Cc1ccc(S(=O)(=O)CCCS(=O)(=O)c2ccc(C)cc2)cc1	-9%	-11%	2%	0%	-3%	5%	-17%
3	COc1cccc(N2CCN(C(=O)CCNS(=O)(=O)c3ccc4c(c3)c(=O)n(C)c(=O)n4C)CC2)c1	-13%	0%	-2%	-14%	.	0%	17%
4	CCOC(=O)C(C(C)=O)C(c1ccc(OCCC(C)C)cc1)C(C(C)=O)C(=O)OCC (stereo not drawn)	3%	0%	-7%	-8%	-5%	0%	-19%[10 µM]
5	CN(C)c1ccc(C(=S)N2CCN(C(=S)Nc3ccc(Cl)cc3)CC2)cc1	-6%	1%	6%	12%	.	-2%	-42%[inhibitor]
6	CCCC/C(C)=N/NC(=O)Nc1ccccc1	-5%	-6%	2%	?	7%	0%	0%
7	COc1ccc(-c2nn(C)c3sc(C(=O)N4CCOCC4)cc23)cc1OC	4%	-14%	4%	-1%	-21%	-3%	-11%
8	CCNCc1ccc(OCc2ccccc2F)c(OC)c1	17%	-2%	3%	3%	3%[46 µM]	6%	-36%
9	Cc1ccc(NC(=O)CN2C(=O)C3C4C=CC(C4)C3C2=O)cc1 (stereo not drawn)	9%	-11%	-14%	6%	.	0%	-43%[inhibitor]
10	CC(CN1CCCC1)C(=O)NN (stereo not drawn)	-6%	-3%	-1%	-14%	.	-2%	-27%
11	CC(=O)Nc1ccc(S(=O)(=O)Nc2nc(C)nc3sc4c(c23)CCC4)cc1	5%[9.22 µM]	3%	10%	-8%	.	.	12%[10 µM]
12	CN(C)CCN(Cc1cc2cc3c(cc2[nH]c1=O)OCO3)C(=S)NCc1ccco1	-8%[9.22 µM]	2%	6%	-6%	?	14%	-1%[10 µM]
13	CCc1c(C(C)S(=O)(=O)c2ccccc2)[nH]c(=O)n1CC (stereo not drawn)	23%	-22%	6%	?	-27%[46 µM]	-2%	.
14	COc1ccc(OC)c(C2C(C(=O)N(C)C)=C(C)Nc3nc4ccccc4n32)c1 (stereo not drawn)	2%	-7%	4%	-21%	-2%	-1%	-8%
15	CCCCOc1ccc(S(=O)(=O)n2c(C)nc3ccccc32)cc1	?	-13%	7%	-2%	-8%	-1%	14%
16	CCCOc1ccccc1C(=O)NCCCC(=O)O	30%	-2%	5%	-1%	2%	-3%	-15%
17	O=C(Oc1ccc(Br)cc1C(=S)N1CCCC1)c1ccccc1Cl	17%[9.22 µM]	0%	-4%	-2%	3%[0.0737 µM]	11%	16%
18	Cc1ccc(N(C(=O)Cn2nnc3ccccc32)C(C(=O)NCc2ccco2)c2ccc(C)o2)cc1 (stereo not drawn)	18%	-5%	-1%	2%	7%	-13%	8%
19	CCOC(=O)c1cc2c(=O)n3ccccc3nc2n(C(C)C)c1=NC(=O)c1ccco1	15%	25%	3%	5%	.	?	22%
20	COc1ccc(CCNC(=O)C2CC3Cn4c(nc5cc(C)c(C)cc54)C3N2C)cc1 (stereo not drawn)	-1%[9.22 µM]	-3%	10%	-9%	.	.	3%[10 µM]
21	COCCSc1ccccc1C(=O)Nc1nnc(COC)s1	-4%	10%	6%	-1%	3%	0%	-6%
22	COc1ccc(C2CC(c3ccc(Cl)cc3)Nc3nc(NC(=O)c4ccco4)nn32)cc1 (stereo not drawn)	?	-3%	0%	9%	-12%	-13%	-18%[0.074 µM]
23	CCCCOC(=O)c1ccc(N=Nc2c(C)c(C#N)c(O)[nH]c2=O)cc1	-5%[9.22 µM]	-10%	-11%	-10%	.	.	17%[10 µM]
24	COc1ccccc1C(NC(=O)C1CCCCC1)c1c(O)ccc2ccccc12 (stereo not drawn)	15%	-2%	7%	2%	?	-2%	6%[10 µM]
25	O=C(Cn1cc2c(n1)CCCCC2)NCCN1CCOCC1	15%	-4%	-1%	0%	-7%	3%	0%[10 µM]
26	COc1ccc(C(=O)N2CCC(C(=O)Nc3ccc(C)cc3)CC2)cc1	11%	7%	-8%	7%	.	1%	-9%
27	O=C1OCC2=C1C(c1ccc(F)cc1)CC(=O)N2c1ccc(F)cc1 (stereo not drawn)	-4%	.	12%	3%	.	-14%	-38%[inhibitor]
28	CSc1ccc(/C=C(/NC(=O)c2ccc(C)cc2)C(=O)Nc2cccc(C)c2)cc1	2%	-1%	-4%	11%	-18%	10%	-2%[10 µM]
29	Nc1nonc1-c1noc(N2CCOCC2)n1	-1%	0%	10%	3%	-8%	-5%	-4%[1.9 µM]
30	CCSc1nnc(NC(=O)C2CCCCC2)s1	16%	2%	-2%	1%	-6%	-14%	6%

no.	Structure	HTT aggregate	GAA spleen mod	CBFb RUNX1 block	GAA glycogen	Lamin A splicing	GAA inh	HTT ATP protect
31	Cc1ccc(SC[C@H](CC(C)C)N2CCN(CCc3ccccc3)CCC2=O)cc1	38%[9.22 µM]	-10%	1%	-20%	.	.	14%[10 µM]
32	Brc1ccc2[nH]ncc2c1	-9%	3%	-2%	-5%	-9%	0%	-15%[10 µM]
33	COc1cccc(/C=N/NC(=O)C(=O)NCc2cccnc2)c1OC	-1%[9.22 µM]	0%	6%	1%	16%[46 µM]	5%	17%[10 µM]
34	COc1ccc([N+](=O)[O-])cc1NC(=O)c1ccc(-n2nc(C)cc2C)cc1	-3%	-16%	11%	-11%	-10%[46 µM]	-8%	-5%[10 µM]
35	COc1cc2c(C(=O)NCCCOC(C)C)cn(CC(C)C)c(=O)c2cc1OC	?	1%	-4%	8%	2%	-2%	-17%
36	COc1ccc(C2C(C(=O)NCC3CCCO3)c3cc(OC)c(OC)cc3C(=O)N2C)cc1OC (stereo not drawn)	-6%	-3%	-6%	-1%	-8%	3%	5%[10 µM]
37	Cc1ccc(C(CC(=O)NCc2ccco2)c2ccc(OC(C)C)cc2)cc1 (stereo not drawn)	.	-10%	-5%	-3%	13%[46 µM]	?	.
38	COc1ccc(NC(=O)ON=C2c3ccccc3-c3ccccc32)cc1	-6%	1%	3%	?	?	-19%	-12%
39	O=C(Nc1cccc(C(F)(F)F)c1)C1CCN(S(=O)(=O)c2cnc[nH]2)CC1	-14%	0%	3%	1%	-12%	-11%	11%
40	O=C(Nc1ccc2c(c1)CCC2)c1cccc(S(=O)(=O)N2CCN(c3ccc(F)cc3)CC2)c1	-12%	4%	-5%	-6%	24%	2%	-1%
41	COC(=O)N1CCc2cc(OC)c(OC)cc2C1Cc1ccc(OC)cc1 (stereo not drawn)	.	-2%[17.4 µM]	0%[13.1 µM]	.	.	.	-9%[10 µM]
42	CCOC(=O)c1nnn2c1nc(SCC(C)=O)c1ccccc12	9%[9.22 µM]	3%	2%	-4%	.	2%	4%[10 µM]
43	Cc1cccc(N(CC(=O)N2CCN(c3ccccc3F)CC2)S(C)(=O)=O)c1	3%[9.22 µM]	-7%	18%	2%	.	-6%	-7%[10 µM]
44	CCC(Sc1ccc2nnc(-c3ccc(F)cc3)n2n1)C(=O)OC (stereo not drawn)	-9%	-1%	6%	-2%	-7%	1%	12%[10 µM]
45	Nc1ncnc2c1ncn2Cc1ccccc1	-23%	-1%	5%	6%	.	-1%	-19%
46	Nc1cc(N)nc(SCCN2CCCCC2)n1	-13%[9.22 µM]	-5%	-1%	10%	4%	-13%	6%[10 µM]
47	COCCn1c(=O)[nH]c2cc(C(=O)NCc3ccccc3)ccc2c1=O	-13%	13%	3%	-6%	6%	?	?
48	CCOC(=O)Cc1c(C)c2c(C)nn(-c3ccccc3)c2oc1=O	-18%	-5%	1%	-7%	1%	-4%	-12%
49	O=S1(=O)C=C(Sc2nc3ccccc3s2)c2ccccc21	4.5µM*	-21%	3%	1%	?	?	2µM*
50	COc1ccccc1-c1cc(C(F)(F)F)nc(S(=O)(=O)CCCC(=O)N2CCOCC2)n1	-27%[9.22 µM]	-6%	-1%	3%	?	-3%	-84%[inhibitor]
51	Nc1cc(S(=O)(=O)Nc2ccccc2Cl)ccc1N1CCOCC1	-20%	0%	-1%	4%	.	-3%	-36%
52	COc1cccc(C(=O)Nc2nnc(-c3ccc(Cl)cc3)o2)c1	-3%[9.22 µM]	0%	-2%	-3%	.	.	-1%[10 µM]
53	O=C(c1ccc(Cl)cc1)c1cnc(-c2ccccc2)s1	9%	2%	2%	3%	0%	2%	-16%
54	Clc1ccc(OCc2nnc(SCc3nnc(-c4ccccc4)o3)o2)c(Cl)c1	16%	2%	0%	3%	?	3%	4%
55	O=C(NCC1CCCO1)c1ccccc1-c1nc(-c2ccccc2Cl)no1 (stereo not drawn)	1%[9.22 µM]	4%	8%	-4%	.	.	-12%[10 µM]
56	COc1ccc(-c2nc(C(F)(F)F)c(OC)o2)cc1OC	16%	0%	14%	6%	-8%	10%	-1%[10 µM]
57	Cc1cc(C(=O)COC(=O)CNC(=O)c2ccccc2)c(C)n1CC1CCCO1 (stereo not drawn)	-15%	-2%	-10%	-9%	?	7%	-4%
58	COC(=O)CSc1[nH]c2ccccc2c1[N+](=O)[O-]	-36%[9.22 µM]	-10%	9%	-1%	.	.	-6%[10 µM]
59	COc1cc(/C=C/CN2CCC(CO)(CC3CCCCO3)CC2)ccc1O (stereo not drawn)	0%[9.22 µM]	3%	3%	?	.	11%	1%[10 µM]

# Random excerpt: three entries already listed, in no set order.
no.	Structure	HTT aggregate	GAA spleen mod	CBFb RUNX1 block	GAA glycogen	Lamin A splicing	GAA inh	HTT ATP protect
41	COC(=O)N1CCc2cc(OC)c(OC)cc2C1Cc1ccc(OC)cc1 (stereo not drawn)	.	-2%[17.4 µM]	0%[13.1 µM]	.	.	.	-9%[10 µM]
58	COC(=O)CSc1[nH]c2ccccc2c1[N+](=O)[O-]	-36%[9.22 µM]	-10%	9%	-1%	.	.	-6%[10 µM]
53	O=C(c1ccc(Cl)cc1)c1cnc(-c2ccccc2)s1	9%	2%	2%	3%	0%	2%	-16%
